NPYLR7 agonist: activates Aedes aegypti NPYLR7 receptor | HEK293T NPYLR7/Galpha15, GCaMP6s calcium fluorescence | activation, % at 10 µM | 0.15% of 270,000 active | AID 1259423; in the data active means activation above about 40%;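 further: 0% = vehicle and 100% = reference agonist at the receptor; some compounds past the cut are filed as inactive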
mcGAS inh: mouse cGAS inhibition by luminescence. recombinant cGAS, Kinase-Glo ATP depletion luminescence. inhibition, % at 12.5 µM. 0.15% of 160,000 active. AID 1259399;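 further: 0% = negative control wells and 100% = reference inhibitor with no enzyme activity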
hcGAS lum: blocks human cGAS activity; 0.081% of 290,000 active; recombinant h-cGAS, ATP depletion, Kinase-Glo luminescence; AID 1259398; inhibition, % at 12.5 µM;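 further: 0% = vehicle reaction and 100% = reaction without DNA for no activity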
Target sequence (Q8N884 whole entry, looked up): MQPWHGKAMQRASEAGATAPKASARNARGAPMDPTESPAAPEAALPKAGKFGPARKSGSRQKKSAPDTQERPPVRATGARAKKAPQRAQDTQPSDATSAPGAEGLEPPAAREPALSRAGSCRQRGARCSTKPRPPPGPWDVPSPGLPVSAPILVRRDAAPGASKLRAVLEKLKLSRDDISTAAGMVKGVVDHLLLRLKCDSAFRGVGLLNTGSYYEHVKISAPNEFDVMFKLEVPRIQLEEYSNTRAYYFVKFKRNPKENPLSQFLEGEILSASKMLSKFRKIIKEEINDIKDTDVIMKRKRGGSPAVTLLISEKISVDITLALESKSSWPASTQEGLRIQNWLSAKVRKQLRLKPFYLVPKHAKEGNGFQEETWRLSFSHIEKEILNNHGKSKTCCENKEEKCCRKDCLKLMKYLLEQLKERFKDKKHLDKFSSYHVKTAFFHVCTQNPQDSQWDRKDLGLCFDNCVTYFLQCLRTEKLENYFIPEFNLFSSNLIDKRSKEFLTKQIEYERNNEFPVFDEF
Starred values were filed as active, the others as inactive; . = no result given; & = joins results of further samples. Unless noted, no stated cut-off is given here; in the data, active means inhibition above about 40%; inactive means the rest.

SMILES | NPYLR7 agonist | mcGAS inh | hcGAS lum
CCCCCCCC(=O)Nc1ccc(-n2nc(OC)nc2-c2ccc(Cl)c(Cl)c2)cc1 | . | -8 | -1
C#CCn1c(=O)c2c(OCC)ccnc2n(C)c1=O | -1 | . | -6
CC(=O)N1CCN(C(=O)c2cc(C)ccc2N2CCCC2=O)CC1 | 3 | . | -11
CCCC1=NN(C(C)=O)C(C(=O)N(CC(C)O)CC(C)O)O1 (stereo unspecified) | -2 | . | -1
Cc1[nH]n2c(=O)c3ccccc3nc2c1C=O | 11 | 3 | 5
CC1C(=O)N(c2ccc(Cl)cc2)CCN1C(=O)c1ccc(C(F)(F)F)cc1 (stereo unspecified) | -1 | -1 | 4
CN1CCCc2ccc(S(=O)(=O)Nc3nc4ncccn4n3)cc21 | 0 | 4 | 4
O=C(CN1C(=O)NC2(CCc3ccccc32)C1=O)Nc1ccc2c(c1)OCCCO2 (stereo unspecified) | 5 | . | 5
COc1ccc(CCN(C)C(=O)c2cncn2-c2ccc(-c3cc(C(F)(F)F)cc(C(F)(F)F)c3)cc2)cc1OC | 6 | -7 | -2
Cc1cc(C)n(-c2cccc(-c3ccc(S(N)(=O)=O)s3)c2)n1 | 5 | . | -2
COC(=O)C(NC(=O)C12CC3CC(CC(C3)C1)C2)C(C)C (stereo unspecified) | 1 | . | -1
Cc1cc(C)c(S(=O)(=O)NNC(=O)c2cnccn2)c(C)c1 | 10 | . | -1
O=C1c2cnc(-c3cccs3)nc2CCN1Cc1cc(F)ccc1Cl | 14 | . | -10
COc1ccc(N2CCN(CCn3c(C)cn4c5c(=O)n(C)c(=O)n(C)c5nc34)CC2)cc1 | 1 | -8 | -5
CCOC(=O)C1=C(C)N=C2SCC(=O)N2C1c1ccc(OC)cc1 (stereo unspecified) | 7 | . | -6
CC1(C)CC(=O)C2C(=Nc3ccccc3NC2c2cccnc2)C1 (stereo unspecified) | 0 | -6 | -4
COc1ccc(S(=O)(=O)N2CCOCC2)cc1N1CCN(C(=O)CSc2ccccc2)CC1 | 2 | -8 | -7
CCC(CN)Oc1ccccc1Cl (stereo unspecified) | 13 | . | -11
O=C(Cn1cnnn1)NCC1(c2c(F)cccc2F)CCCC1 | 7 | . | -7
CCSc1nc(NC(C)C)c2cnn(CCNC(=O)Cc3c(C)noc3C)c2n1 | 2 | -7 | 1
CCC(=O)c1ccc(OCC(O)Cn2nc(C)c(Br)c2C)cc1 (stereo unspecified) | 7 | -1 | 4
Cc1ccc2nc(SC(C)c3ccccc3)nc(=O)n2c1 (stereo unspecified) | 2 | -9 | -7
O=C(NCCc1ccccn1)C1COc2ccccc2C1 (stereo unspecified) | -2 | -9 | -16
Cc1ccc(OCc2ccc(C#N)cc2)c2c1C(C)CC2=O (stereo unspecified) | 1 | . | 1
CCc1[nH]c2c(CNS(=O)(=O)c3cccnc3)cc(C)cc2c1C | 0 | . | -1
COc1ccc(CC(=O)Nc2nc(OCCN3CCCC3=O)cnc2-c2cc(Cl)cc(Cl)c2)cc1 | -4 | -6 | -6
O=C(NCCN1CCN(S(=O)(=O)c2ccc3ccccc3c2)CC1)C(=O)Nc1ccc(Cl)cc1 | 9 | -2 | -9
CN(C)CCCN(C(=O)c1ccc([N+](=O)[O-])s1)c1nc2cc3c(cc2s1)OCCO3 | 0 | -6 | -5
CCOC(=O)Cn1c(=NC(=O)c2ccnn2C)sc2cc(S(N)(=O)=O)ccc21 | . | -9 | -6
CC(C)C1CN(C(=O)Cn2cncn2)CCC(=O)N1CC1CC1 (stereo unspecified) | 21 | . | -10
CCc1cc(C(=O)N2CCCCC2C(=O)Nc2cccc(-c3cccc(OC)c3)c2)n(C)n1 (stereo unspecified) | 3 | -7 | -3
O=C(O)/C=C/c1ccc(NC(=O)C2CCCN2S(=O)(=O)c2ccccc2F)cc1 (stereo unspecified) | 5 | . | -5
CC1=NN(Cc2c(Cl)cccc2Cl)c2nc3c(c(=O)n(C)c(=O)n3C)n2C1C (stereo unspecified) | 5 | -7 | 0
O=C(c1cn[nH]c1-c1ccccc1Cl)N1CCS(=O)(=O)CC1 | -18&0 | . | -8&-4
COc1ccc(CC(=O)Nc2cc(C(=O)NCCC(C)C)ccc2Cl)cc1 | -4 | . | -10
Cc1nc(NCc2ccco2)c2c3c(sc2n1)CCCC3 | 12 | . | -4
O=c1c2cnc(N3CCCCC3)nc2ccn1CCCN1CCOCC1 | 6 | . | -6
CCOC(=O)c1cc(-c2cccc(NC(=O)COCc3ccccc3)c2)n(-c2ccccc2OC)n1 | 23 | -6 | -4
CN(CCC1CCCCO1)c1cc(N2CCOCC2)ncn1 (stereo unspecified) | -8 | . | -4
O=C(NCCO)C(=O)NCC1CCCO1 (stereo unspecified) | 3 | -3 | -3
CN1C=C(C(N)=O)C=CC1=C1C(=O)c2ccccc2C1=O | 4 | . | -7
CC1CCN(C(=O)c2ccccc2N2CCC(NC(=O)c3ccc(Cl)cc3)CC2)CC1 | 18 | -3 | 0
CCOC(=O)Cn1ncc2c1CCN(C(=O)C1CC(=O)OC1(C)C)C2 (stereo unspecified) | -1 | . | -6
COCCNC(=O)Cn1c2c(c3ccccc31)CCC2 | -1 | . | -2
Cc1cccc(CN2CCN(Cc3ccc(Cl)c(F)c3)CC2=O)c1 | 6 | -11 | -5
O=C(c1cn(Cc2ccc(Cl)cc2)nn1)N1CCC[C@H]1CO | -5 | . | -1
Cc1noc(C(C)NS(=O)(=O)N2CCCC2c2ccc(C)o2)n1 (stereo unspecified) | 7 | . | -12
CCc1nc2n(n1)C(=O)C(C(c1ccccc1)N1CCN(C(=O)c3ccco3)CC1)S2 (stereo unspecified) | -4 | -7 | -3
Cc1ccsc1CN(CCN(C)C)Cc1cccnc1 | 3 | -8 | -6
CC(C)(C)n1nc2c(c1NC(=O)c1ccccc1Cl)CSC2 | -3 | -6 | -2
Next section.
SMILES | NPYLR7 agonist | mcGAS inh | hcGAS lum
COC(=O)c1ccc(COC(CN2CCN(C(=O)C3CCC3)CC2)c2ccc(Cl)cc2)cc1 (stereo unspecified) | . | -4 | 1
COC1(C2=NCCN2)COc2ccccc2O1 (stereo unspecified) | 0 | -5 | 3
CC(NS(=O)(=O)c1ccc(Cl)s1)c1ccc(-n2cncn2)cc1 (stereo unspecified) | -1 | . | -9
CCC(=O)Nc1cc(Cl)ccc1C(=O)N1CCN2CCN(C)CC2C1 (stereo unspecified) | 4 | . | -4
O=C(c1ccccc1)N1CCC2(CC1)SCCN2C(=O)c1cccc(F)c1 | 19 | -4 | -6
FC(F)(F)COCCCNc1ccc(-n2cncn2)cc1 | 8 | . | -14
CCOc1ccccc1NC(=O)CC(=O)N(C)Cc1ccnc2ccccc12 | -2 | . | 0
O=C(c1c(F)cccc1Cl)N1CCOC(Cc2ccccc2)C1 (stereo unspecified) | 22 | . | -6
Cc1nc(CSCC(=O)NC(C)c2cccc(OC(F)F)c2)cs1 (stereo unspecified) | 3 | . | -8
CC(=O)CSc1nc(C)nc2sc3c(c12)CCCC3 | 4 | . | -8
CN(C)c1nc(N)nc(COc2ccccc2)n1 | -2 | -1 | 1
CCCC(=O)N1CCc2c(c(C(=O)N3CCCC(C(=O)N(CC)CC)C3)nn2C)C1 (stereo unspecified) | . | -6 | -10
Cc1nc2c(=O)n(Cc3ccccc3)nc(-c3cccs3)c2s1 | 4 | -6 | 5
c1ccc(-c2nnc3sc(C4COc5ccccc5O4)nn23)nc1 (stereo unspecified) | -2 | -3 | 0
Cc1nn(Cc2csc(-c3cnn(C)c3)n2)c(=O)c(C#N)c1C | 5 | . | -7
CCc1c(C(=O)N2CCCCC2)cnn1-c1ccc(=O)[nH]n1 | 3 | . | -5
Cc1ccc(CS(=O)(=O)CC(=O)N(C)C(C)c2ccccc2)cc1 (stereo unspecified) | 10 | . | -6
COc1ccc2c(c1)C(=O)C(=Cc1ccccc1)CC2 | -6 | -6 | -5
CCOC(=O)C(Cc1ccc(Cl)cc1)NC(=O)c1ccc(-n2nc(C)c(CCC(=O)OC)c2C)cc1 (stereo unspecified) | 7 | -4 | -6
Cc1cnn(-c2ccc(C(C)NC(=O)c3ccn[nH]3)cc2F)c1 (stereo unspecified) | -1 | . | -5

Eleven structures from above, arranged by length of the SMILES, ascending.
SMILES | NPYLR7 agonist | mcGAS inh | hcGAS lum
CN(C)c1nc(N)nc(COc2ccccc2)n1 | -2 | -1 | 1
CC(=O)CSc1nc(C)nc2sc3c(c12)CCCC3 | 4 | . | -8
COc1ccc2c(c1)C(=O)C(=Cc1ccccc1)CC2 | -6 | -6 | -5
O=C(c1c(F)cccc1Cl)N1CCOC(Cc2ccccc2)C1 (stereo unspecified) | 22 | . | -6
Cc1nc2c(=O)n(Cc3ccccc3)nc(-c3cccs3)c2s1 | 4 | -6 | 5
CCc1c(C(=O)N2CCCCC2)cnn1-c1ccc(=O)[nH]n1 | 3 | . | -5
CCOc1ccccc1NC(=O)CC(=O)N(C)Cc1ccnc2ccccc12 | -2 | . | 0
Cc1ccc(CS(=O)(=O)CC(=O)N(C)C(C)c2ccccc2)cc1 (stereo unspecified) | 10 | . | -6
O=C(c1ccccc1)N1CCC2(CC1)SCCN2C(=O)c1cccc(F)c1 | 19 | -4 | -6
CCCC(=O)N1CCc2c(c(C(=O)N3CCCC(C(=O)N(CC)CC)C3)nn2C)C1 (stereo unspecified) | . | -6 | -10
CCOC(=O)C(Cc1ccc(Cl)cc1)NC(=O)c1ccc(-n2nc(C)c(CCC(=O)OC)c2C)cc1 (stereo unspecified) | 7 | -4 | -6

New compounds follow.
SMILES | NPYLR7 agonist | mcGAS inh | hcGAS lum
Cc1c(Cl)cccc1N1CCN(C(=O)C2CC2)C(C)C1=O (stereo unspecified) | -5 | -2 | 3
Fc1cccc(Cl)c1C=NN1CCN(Cc2ccc(Cl)cc2)CC1 | 13 | -5 | -2
COc1ccccc1OCC(=O)NCc1cc(-c2cc3ccccc3o2)on1 | 3 | -6 | -2
CC1(C(=O)NC2CCCCCC2)CCN1C(=O)CC(c1ccccc1)c1ccccc1 (stereo unspecified) | 10 | -4 | -9
CN(C)c1ccc(Nc2nc(-c3cccs3)cs2)cc1 | 10 | . | -11
CCOC(=O)CC(=O)CSc1nc2nc(C)cc(C)n2n1 | -1 | -1 | -12
COc1ccc(-n2c(=O)[nH]c3c(C(N)=O)nc(-c4cccs4)nc32)cc1OC | -5 | -8 | -10
COC(=O)c1cccc(CC2(C)C(=O)Nc3ccc(OC)cc32)c1 (stereo unspecified) | 1 | -2 | -1
O=C(NC1CCC(NC(=O)[C@H]2CCCN2C(=O)c2cc(C(F)(F)F)cc(C(F)(F)F)c2)CC1)c1ccccc1 (stereo partly specified) | 23 | -5 | -3
O=C(C1=C(O)C(=O)N(Cc2cccnc2)C1c1ccc(Cl)c(Cl)c1)c1cccs1 (stereo unspecified) | 0 | -4 | -2
Cc1ccc(-c2c(C)nn3c(NCCc4ccccc4)cc(C)nc23)cc1 | 6 | -4 | -1
Cc1ccc(OCC(=O)N=Nc2c(O)[nH]c3ccc(F)cc23)c(Br)c1 | -4 | . | -4
Clc1ccc2c(N3CCOCC3)nc(-c3ccco3)nc2c1 | 15 | -6 | -9
O=C(COc1ccccc1)N1C[C@H]2[C@H](O)[C@@H]3C[C@H](c4ccc(F)cc4)[C@@H](O3)[C@H]2C1 | 5 | -4 | 6
CC(C)=CCCC(C)NC(=O)NC1CCCCC1 (stereo unspecified) | 3 | . | -6
CCN(C(=O)Cn1nnc(-c2cccs2)n1)C1=CCCC1 | 17 | . | -5
Cc1ccc(C2=NOC(C)(C)C(=O)N2)cc1 | 6 | . | -4
COc1ccc(C2=NN(C(=O)CN3CCOCC3)C(c3ccccc3OC)C2)cc1OC (stereo unspecified) | 1 | -3 | -1
CCCCN(CC(=O)N(CCOC)Cc1cccn1C)C(=O)c1cc(OC)cc(OC)c1 | -13 | -3 | -5
CCC(C)C(NC(=O)c1cccc(F)c1)C(=O)Nc1nnc(-c2ccc(F)cc2)s1 (stereo unspecified) | 28 | -4 | -2
COc1cc(C(=O)N2CCc3ccccc3C2c2ccc(C)cc2)cc(OC)c1OC (stereo unspecified) | -1 | -7 | -3
O=C(NCc1ccco1)c1csc(Nc2ccccc2)n1 | -3 | . | -1
O=c1[nH]c(CS(=O)(=O)c2ccccc2)nc2ccccc12 | -2 | . | -7
CC(C)CC(=O)N1CCC(N2CCCC(C(=O)NCc3cccnc3)C2)CC1 (stereo unspecified) | 4 | . | -9
Cc1csc(=Nc2cccc(Cl)c2)n1N1CCOCC1 | -5 | -1 | 0
CC(C)CN1CCCC1(C)C(=O)Nc1nc2ccccc2[nH]1 (stereo unspecified) | 4 | -8 | -11
CCc1nc2ccc(C(=O)NCCCN3CCCC3=O)cn2c1N(CC)Cc1ccc(OC)c(OC)c1 | 14 | -2 | -3
Cc1nccn1CCCCNC(=O)C1CCCN1C1CCCC1 (stereo unspecified) | 2 | . | -12
COc1cccc(C(=O)N2CCN(c3ccc4c(c3)OCO4)C(=O)C2C)c1 (stereo unspecified) | -8 | 2 | 2
O=C(CCc1ccc(Cl)cc1Cl)N1CCN(C(=O)c2cccc(O)c2)CC1 | -6 | -15 | -7
CCCCCn1c(=O)c2c(nc3n2CC(C)=NN3CC(=O)OC)n(C)c1=O | 9 | -7 | -6
Cc1ccsc1CN1C[C@@H](C(=O)O)C[C@@H](C(=O)NC2CC2)C1 | 1 | . | -4

Given with each value named: entries from further up
canonical_smiles: O=C(Cn1cnnn1)NCC1(c2c(F)cccc2F)CCCC1
  NPYLR7 agonist = 7
  mcGAS inh = .
  hcGAS lum = -7

canonical_smiles: CC(C)(C)n1nc2c(c1NC(=O)c1ccccc1Cl)CSC2
  NPYLR7 agonist = -3
  mcGAS inh = -6
  hcGAS lum = -2

Assay outcomes: PubChem BioAssay, Fisher Drug Discovery Resource Center
